STK33 inh: inhibitors of purified STK33 kinase, primary screen, biochemical, ADP-Glo luminescence, homogeneous, cell-free. inhibition, % at 10 µM. Serine/threonine-protein kinase 33 (Homo sapiens), Q9BYT3. MBP phosphorylation. actives 0.073% (n = 320,000);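 active = inhibition at or above 25%, using the most active replicate where run in duplicate; inactive = inhibition below 25%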
KCNQ2 block: KCNQ2 potassium channel inhibitors, primary screen, cell-based, CHO-K1, FluxOR thallium flux, B-score (AID 2156); actives 1.1% (n = 310,000); 20 min; active compounds read low; B-score at 10 µM; Potassium voltage-gated channel subfamily KQT member 2 (Rattus norvegicus), O88943;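 active = fluorescence ratio B-score at most minus 3 library SDs, with starting brightness B-score within 2 library SDs, cut at about -5.5 in these data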
Target sequence (O88943 whole entry, looked up): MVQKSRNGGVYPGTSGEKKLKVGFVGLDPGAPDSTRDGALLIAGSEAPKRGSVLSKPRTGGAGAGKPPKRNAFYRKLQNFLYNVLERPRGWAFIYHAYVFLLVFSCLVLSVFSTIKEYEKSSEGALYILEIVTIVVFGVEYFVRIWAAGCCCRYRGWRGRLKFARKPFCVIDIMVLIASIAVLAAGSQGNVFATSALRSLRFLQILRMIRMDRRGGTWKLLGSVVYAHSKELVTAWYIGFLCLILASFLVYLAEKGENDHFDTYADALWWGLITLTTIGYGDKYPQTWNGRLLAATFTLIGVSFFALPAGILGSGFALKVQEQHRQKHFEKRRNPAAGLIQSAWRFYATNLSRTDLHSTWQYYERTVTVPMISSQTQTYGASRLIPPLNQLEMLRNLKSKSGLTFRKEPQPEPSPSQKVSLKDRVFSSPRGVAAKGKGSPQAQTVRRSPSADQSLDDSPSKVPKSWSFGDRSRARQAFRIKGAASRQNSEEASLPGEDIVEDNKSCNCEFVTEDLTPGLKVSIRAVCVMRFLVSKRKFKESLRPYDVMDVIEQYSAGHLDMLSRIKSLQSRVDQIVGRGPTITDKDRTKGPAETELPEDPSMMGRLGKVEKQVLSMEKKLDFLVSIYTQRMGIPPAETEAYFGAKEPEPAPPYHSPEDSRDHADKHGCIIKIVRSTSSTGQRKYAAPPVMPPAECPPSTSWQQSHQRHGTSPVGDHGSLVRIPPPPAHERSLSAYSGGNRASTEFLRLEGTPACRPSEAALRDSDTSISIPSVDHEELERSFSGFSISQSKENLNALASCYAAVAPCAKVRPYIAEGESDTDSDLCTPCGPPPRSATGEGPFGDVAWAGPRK
OX1R antag: antagonists of human orexin 1 receptor (OX1R); inhibition, % at 6.6 µM; Orexin/Hypocretin receptor type 1 (Homo sapiens), O43613; OX1R-expressing cells, FRET antagonist read-out; AID 485270, 2010; actives 1.8% (n = 330,000); in the data active = inhibition mostly above about 38%, no sharp cut-off; inactive = mostly below about 40%;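 note: 0% = agonist challenge alone and 100% = reference antagonist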
* marks the source's active call; other numbers are inactive results; i = inactive; · = no result given.

SMILES | STK33 inh | KCNQ2 block | OX1R antag
COc1ccc(CN(C)C(C)C(=O)Nc2ccc([N+](=O)[O-])cc2Cl)cc1OC (stereo not given) | 0.2 | i | 23
CCC(=O)NC(=S)Nc1ccc(NC(=O)c2ccc(Br)o2)cc1 | -2.2 | i | 13
CCOC(=O)c1nc(C)sc1-c1ccnn1S(=O)(=O)c1ccccc1C(F)(F)F | -1.5 | i | 5
C#Cc1ccc([C@H]2C=C(C(=O)NCc3ccccc3)O[C@@H](OCC)[C@@H]2CCCO)cc1 | -0.4 | i | 11
NNc1ccc(Cc2ccc(Cl)cc2Cl)nn1 | 0.5 | i | 18
COc1ccc(OCCCc2c(C)n[nH]c2C)cc1 | -1.8 | i | 33
N#Cc1c(Nc2ccccc2)c(/C=N/N=C/c2ccccc2)c[nH]c1=O | -0.7 | i | 5
COc1ccc(S(=O)(=O)N2CCCC2C(=O)Nn2cnnc2)cc1 (stereo not given) | 0.7 | i | 23
N=c1sccn1CC(=O)Nc1cc(S(=O)(=O)N2CCCCC2)ccc1Cl | -0.2 | i | 5
COc1cc(/C=C(\C#N)c2nc3ccccc3[nH]2)cc(Br)c1OCc1ccccc1 | · | i | 24
Nc1c(Cl)ncnc1NCCc1ccc(O)cc1 | 2.1 | i | 33
N#CC(Cc1ccccc1OC(F)F)c1nc2ccccc2[nH]1 (stereo not given) | 0.4 | i | 20
Cc1ccc(-c2cc(C#N)c(=O)n(Cc3c(Cl)cccc3Cl)c2)cc1 | -0.8 | i | 7
COc1ccc(-c2cc(=O)n(-c3ccc([N+](=O)[O-])cc3)[nH]2)cc1 | -2.0 | i | 17
COc1ccc(S(=O)(=O)Nc2cccc3c2O[C@H](CN(C)S(=O)(=O)c2cn(C)cn2)[C@@H](C)CN([C@H](C)CO)C3=O)cc1 | -0.6 | · | 4
COC(=O)Cc1c(C)nc2nc(NCc3c(F)cccc3Cl)[nH]n2c1=O | -0.7 | i | 6
O=C(NC1CCN(Cc2ccccc2)CC1)C1CCN(S(=O)(=O)c2cccc3nsnc23)CC1 | -2.8 | i | 71*
COC(=O)c1ccccc1NC(=O)CN1CCC(C(=O)c2ccc3c(c2)OCCO3)CC1 | -1.2 | i | 19
Cn1c(=O)c2c(SCC(=O)NCCc3ccccc3)nc(C3CC3)nc2n(C)c1=O | -0.4 | i | 2
CC(=O)O[C@]1(C(C)=O)CCC2C3CCC4=C/C(=N/OCC(=O)O)CC[C@]4(C)C3CC[C@@]21C (stereo not given in full) | -0.3 | i | 0
C=CC(=C)CC(NC)c1ccccc1 (stereo not given) | -1.3 | i | 8
C=CCN(C(=O)CNC(=O)c1ccco1)C(C(=O)NC1CCCC1)c1cccs1 (stereo not given) | 0.0 | i | 21
COc1ccc2ccccc2c1C1NC(=O)NC(C)=C1[N+](=O)[O-] (stereo not given) | 0.6 | i | -1
CCOC(=O)c1nc(S(C)(=O)=O)ncc1N1CCOCC1 | -0.1 | i | 12
C=CCN1CCN(C(=O)CCc2ccccc2)CC1 | 0.1 | i | -3
Cc1nnsc1SCC(=O)O | -1.6 | i | 12
Cc1ccc(-n2c(CC#N)n[nH]c2=S)c(C)c1 | 0.5 | i | -5
C=CCN(C/C(=N\O)c1sc(C(=O)OCC)nc1C)c1cccc(Br)c1 | 1.3 | i | 14
CCCc1nc2ccccc2c(=O)n1CC(=O)c1ccc(F)cc1 | -0.7 | i | 14
O=C(c1ccco1)N(Cc1ccccc1)c1cccc([N+](=O)[O-])c1 | -0.4 | i | 14
CCOC(=O)c1c(S(=O)(=O)NCC(=O)NCc2cccc(C)c2)c(C)n(C)c1C | 0.9 | i | 11
COC(=O)c1sc2ncccc2c1OCc1ccccc1Cl | -1.7 | i | 20
COc1ccc(NC(=O)CSc2nccn2-c2cccc(OC)c2)cc1 | -1.4 | i | 24
O=C(COC(=O)c1ccc(=O)n(Cc2ccccc2)n1)Nc1ccc2c(c1)OCCO2 | -0.2 | i | 30
CCN1CCc2c(C#N)c(N3CCOCC3)nc(NCCO)c2C1 | 0.5 | i | 78*
Cc1ccc(CNC(=O)C(=O)NCC2CCCN2S(=O)(=O)c2cc(C)ccc2C)cc1 (stereo not given) | -0.9 | i | 17
CC(C)C(NC(=O)c1ccco1)C(=O)OCC(=O)NCCc1ccccc1 (stereo not given) | -0.6 | · | 2
CN(C)CCCOc1cccc(Oc2ccccc2)c1 | -1.5 | i | 16
COc1cc2c(cc1OC)C(C)N(C(=O)c1ccc(Br)o1)CC2 (stereo not given) | -1.4 | i | 9
Cc1cccc2sc(NNC(=O)c3cc(-c4cccs4)nc4ccccc34)nc12 | 5.1 | i | 17
FC(F)(F)c1ccccc1/C=N/n1c(COc2ccccc2)n[nH]c1=S | -0.7 | i | -6
Nc1n[nH]c(N)c1N=Nc1ccc(Cl)cc1Cl | 2.4 | i | 20
COC(=O)c1ccc2c(=O)n(CCCCCC(=O)NC(C)C)c(=O)[nH]c2c1 | 0.3 | i | 8
Cn1nc(C(=O)Nc2ccccc2N2CCOCC2)ccc1=O | 0.5 | · | 6
Cc1csc(SCC(=O)N(C)CC(=O)Nc2ccc(F)cc2)n1 | 2.8 | i | 7
Cc1cccc2cc(CN(C(=O)c3cnccn3)C3CCCCC3)c(Cl)nc12 | 0.0 | i | 31
CCn1cc(/C=C(\NC(=O)c2ccccc2F)C(=O)NCCN2CCOCC2)c2ccccc21 | 0.3 | i | 14
O=C1N/C(=N\N=C\c2ccccn2)SC1Cc1cccc(SC(F)F)c1 (stereo not given) | -0.4 | i | 26
O=C(Nc1ccc2c(c1)OCCO2)c1ccc(Br)cc1 | -0.7 | i | 23
CCc1ccc(C(O)(CC(C)C)C(CN2CCOCC2)c2ccccc2)cc1 (stereo not given) | -2.0 | i | ·
O=C(CSc1n[nH]c(-c2ccco2)n1)N1c2ccccc2Sc2ccccc21 | 0.0 | i | 45
COc1ccccc1NC(=O)Cn1c2ccccc2c2nc3n(c(=O)c21)CCS3 | -2.4 | i | 21
COc1cc(Cl)c(NS(=O)(=O)c2ccc(-c3ccc(=O)[nH]n3)o2)c(OC)c1 | -0.3 | i | 11
CN(C(=O)COC(=O)C1CCN(S(=O)(=O)c2c(Cl)cccc2Cl)CC1)C1CCCCC1 | -3.4 | i | 13
CC(C)(C)OC(=O)CNC(=O)c1[nH]cnc1C(=O)NC1CCN(C(=O)OC(C)(C)C)CC1 | 0.6 | i | 3
C=CCOC(=O)C1=C(C)NC(C)=C(C(=O)OCC=C)C1c1ccc(O)cc1 | 0.3 | i | 8
COc1ccccc1N1CCN(Cc2ccc(OC)c3ccccc23)CC1 | 2.5 | i | 4
Cc1ccc2[nH]c(O)c(N=O)c2c1 | 0.1 | i | 28
CS(=O)(=O)c1ccc(Cl)c(NC(=O)CSc2nnc(C3CC3)n2C2CC2)c1 | -0.9 | · | 9
CC(=O)c1ccc(NC(=O)C2CCCN(C(=O)c3ccc(Cl)cc3)C2)cc1 (stereo not given) | 1.0 | i | 16
(listing goes on)
SMILES | STK33 inh | KCNQ2 block | OX1R antag
CCN(CC)S(=O)(=O)c1ccc2c(c1)N(CC(=O)NCC1CCCO1)C(=O)CO2 (stereo not given) | · | i | 25
O=C(c1ccc([N+](=O)[O-])cc1)N1CCN(C(=O)c2cccnc2)CC1 | -0.9 | i | 53*
Cc1cccc(Cc2c(C)[nH]c(=O)c(C#N)c2C)c1 | 0.5 | i | -2
CC(C(=O)N1CCc2ccccc21)N(C)CC(=O)Nc1ccc(F)cc1 (stereo not given) | 0.2 | · | 6
Cc1noc(C)c1S(=O)(=O)N(C)CC(=O)NCc1ccccc1 | · | i | -1
CSCCC(NC(=O)COc1ccccc1)C(=O)OCCOc1ccc(F)cc1 (stereo not given) | -2.2 | i | 16
O=C(Cn1ncn2c(cc3sccc32)c1=O)NC1CCCC1 | -1.3 | i | 9
O=C(Oc1ccc(-c2ccccc2)cc1)N1CCCCC1 | -0.6 | i | 12
CCCCOc1ccc(C(=O)N(C)CC(=O)Nc2ccc(C)cc2)cc1 | -5.0 | i | -6
CCN1CCN(C(c2cccs2)C(C)NC(=O)c2cccc(OC)c2OC)CC1 (stereo not given) | 0.2 | i | 3
CCN(Cc1nc2ccccc2c(=O)[nH]1)Cc1cc(=O)oc2cc(C)c(C)cc12 | -0.1 | i | 18
COc1ccc(CN2CCN(CCc3ccccc3)C(CCO)C2)cc1Cn1cncn1 (stereo not given) | · | i | 11
N/C(COc1ccc(C(=O)O)cc1)=N\O | 1.5 | i | -3
Cc1cc(OCCN2CCOCC2)ccc1[N+](=O)[O-] | -0.2 | i | 10
CS(=O)(=O)c1ccccc1-c1nnc(NC(=O)c2cccc(N3C(=O)CCC3=O)c2)o1 | · | i | 18
COCCNC(=O)/C(C#N)=C/c1ccc(OCC(=O)NC2CCCCC2)cc1 | -0.1 | i | 9
Cc1nc2ccccn2c1/C(O)=C1\C(=O)C(=O)N(CCN2CCOCC2)C1c1cccs1 (stereo not given) | 0.3 | i | 11
CCOc1ncccc1C(=O)OCC(=O)c1ccc(Br)s1 | -0.3 | · | 19
CCn1c(C(=O)O)c(CC(=O)Nc2cccc(C(F)(F)F)c2)c2ccccc21 | -0.1 | i | 12
COCC(C)N1CCC(Oc2ccc(C(=O)N3CCCC3)cc2)CC1 (stereo not given) | 0.3 | i | 19
CCOC(=O)c1c(N)sc(C(O)(C(F)(F)F)C(F)(F)F)c1-c1ccc(Cl)cc1 | -0.8 | i | 8
COc1ccc(C(=O)Nc2nnc(-c3ccco3)s2)cc1 | -1.9 | i | 8
Cc1ccc(NC(=O)C(=O)NCCN2CCN(S(C)(=O)=O)CC2)cc1C | -3.9 | i | 9
Cc1ccc2nc(SCC(=O)Nc3ccc(C)c([N+](=O)[O-])c3)[nH]c2c1 | -1.6 | i | 29
COc1ccc(-c2ccc3oc(-c4ccc(OC)cc4)c(-c4cc(OC)c(OC)c(OC)c4)c3c2)cc1 | 1.2 | i | 18
Cc1cc(C(=O)N2CCCC(N3CCN(c4cccc(Cl)c4)CC3)C2)no1 (stereo not given) | -1.6 | i | 9
COc1ccc(/C=C2/C(=O)N=C3SCCN32)cc1 | 3.2 | i | 27
CCOC(=O)c1ncn2c1CN(C)C(=O)c1cc(F)ccc1-2 | -1.2 | i | 8
CCOC(=O)c1c(C)[nH]c(C)c1C(=O)CSc1nnc(-c2ccncc2)n1Cc1ccccc1 | -2.7 | i | 25
COc1ccccc1CNC(=O)COc1cccc(-n2cnnn2)c1 | 0.4 | i | 27
O=C(Nc1ccccc1)/C(=C/c1ccc([N+](=O)[O-])cc1)NC(=O)c1ccco1 | -1.4 | i | 30
O=C(CN1CCOCC1)N/N=C/c1c(O)ccc2ccccc12 | 1.7 | i | -1
Cc1nc(CS(=O)(=O)c2ccc(Cl)cc2)cc(N2CCOCC2)n1 | -3.1 | i | -9
Cc1nc(SCc2ccc(C(=O)O)cc2)c2c(C)c(C)sc2n1 | -1.4 | i | 38
Cc1ccc(C)c(N2CCN(S(=O)(=O)c3ccc4c(c3)CCN4C(=O)CCC(=O)O)CC2)c1 | -1.4 | i | 1
Cc1nonc1OCCn1c([N+](=O)[O-])cnc1C | 1.0 | i | 15
COc1ccc(S(=O)(=O)Nc2ccc(NC(C)=O)cc2)cc1[N+](=O)[O-] | 0.2 | i | 25
CC(C)N1C(=O)CC(Nc2ccc(N3CCOCC3)cc2)C1=O (stereo not given) | 2.6 | i | 30
CCOc1ccc(OCCN2CCCCC2)cc1 | · | i | 10
CCOC(=O)[C@@H]1[C@H]2COc3cc(OC)ccc3[C@@H]2N2C(=O)N(c3cccc(Cl)c3)C(=O)[C@]12C | 0.3 | i | 32
COc1ccccc1-n1c(SCC(=O)NC2CC2)nc2ccccc2c1=O | -4.0 | · | -1
CCn1c2ccccc2c2cc(NC(=O)COC(=O)c3ccccc3F)ccc21 | · | i | 13
CC1Cc2ccccc2N1C(=O)CSc1nc2ccccc2s1 (stereo not given) | -0.5 | i | 32
CC(C)CNc1nc(Oc2ccc(=O)[nH]n2)nc(N2CCOCC2)n1 | -0.6 | i | 17
CCn1c(=S)[nH]c2cc(C(=O)O)ccc21 | -1.1 | i | 6
O=C(NCCCN1CCCC1=O)c1ccc(NS(=O)(=O)c2ccc(F)cc2)cc1 | -0.8 | · | 1

Screening results deposited in PubChem BioAssay by several laboratories.
